Screens (PubChem BioAssay)
GPR35 arrestin U2OS: GPR35 antagonists blocking zaprinast-driven arrestin recruitment, primary screen, imaging, U2OS, beta-arrestin-GFP, zaprinast agonist (AID 2058); hit rate 0.052% among 290,000; U2OS GPR35 beta-arrestin-GFP translocation imaging, zaprinast antagonism; higher % means a stronger effect; one-dose inhibition, % at 10 µM; IC50 in µM for titrated hits;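 active means inhibition of at least 50% with at least 30 cells and total cytoplasm GFP at most 10,000,000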
SIAH1 antagonists: blockers of Siah-1 interaction with plectin peptide – biochemical, fluorescence polarization, rhodamine-plectin, uHTS, primary screen (AID 1817); displacement, % at 20 µM, or IC50 in µM where a hit was titrated; Siah-1 / rhodamine-plectin peptide fluorescence polarization; higher % means a stronger effect; hit rate 0.02% among 290,000;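 active means displacement of at least 50% at 20 µM, with a fluorescence ratio check between 0.3 and a set limit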;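 further: plate controls were Siah plus tracer with DMSO for no effect and tracer alone without Siah for full effect; strong numbers were not always called active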
HIV fusion peptide: inhibitors of HIV fusion peptide binding, primary screen, biochemical, uHTS, fluorescence dequenching (AID 1986); cell-free peptide binding, fluorescence dequenching, 30 min; higher % means a stronger effect; hit rate 0.3% among 290,000; inhibition, % at 20 µM; hits with a dose series show IC50 in µM; in the data active means inhibition mostly above about 52%, no sharp cut-off; inactive means mostly below about 76%; further: some results filed as inactive read as strong as hits
GPR55 LPI antagonism: GPR55 antagonists blocking LPI-driven arrestin recruitment, primary screen, imaging, U2OS, beta-arrestin-GFP, LPI agonist (AID 2013). one-dose inhibition, % at 10 µM; IC50 in µM for titrated hits. U2OS GPR55 beta-arrestin-GFP translocation imaging, LPI antagonism; higher % means a stronger effect. hit rate 0.13% among 290,000;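 active means spots per cell inhibited over 60%, with over 100 cells counted and total cytoplasm intensity under 500,000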;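 further: U2OS cells stably carrying GPR55 and arrestin-GFP stimulated by 5 µM LPI near EC80; imaged beta-arrestin-GFP aggregate spots per cell after agonist stimulation; plate controls were LPI-stimulated DMSO wells for no effect and DMSO wells without LPI for full effect; some results filed as inactive read as strong as hits; confirmed hits need IC50 under 10 µM and bright autofluorescent wells are also inconclusive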
LYP inhibition: inhibitors of LYP phosphatase, biochemical, fluorescence intensity, uHTS (AID 1779) | hit rate 0.054% among 290,000 | inhibition, % at 11.5 µM; hits with a dose series show IC50 in µM | recombinant LYP phosphatase, fluorescence intensity; higher % means a stronger effect; in the data active means inhibition above about 50%;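 further: plate controls were vehicle with enzyme for no effect and no enzyme for full effect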
NTR1 agonist: NTR1-driven beta-arrestin-GFP spot formation – imaging, U2OS cells, high content, primary screen (AID 493036); agonist mode; hit rate 0.17% among 330,000; activation, % at 20 µM; P30989;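 active means activation at or above 40% of the spot to cytoplasm intensity ratio, with at least 20 cells analyzed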;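 further: 0% = DMSO without peptide and 100% = 100 nM NTR1 peptide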
Target sequence (P30989 whole entry, looked up): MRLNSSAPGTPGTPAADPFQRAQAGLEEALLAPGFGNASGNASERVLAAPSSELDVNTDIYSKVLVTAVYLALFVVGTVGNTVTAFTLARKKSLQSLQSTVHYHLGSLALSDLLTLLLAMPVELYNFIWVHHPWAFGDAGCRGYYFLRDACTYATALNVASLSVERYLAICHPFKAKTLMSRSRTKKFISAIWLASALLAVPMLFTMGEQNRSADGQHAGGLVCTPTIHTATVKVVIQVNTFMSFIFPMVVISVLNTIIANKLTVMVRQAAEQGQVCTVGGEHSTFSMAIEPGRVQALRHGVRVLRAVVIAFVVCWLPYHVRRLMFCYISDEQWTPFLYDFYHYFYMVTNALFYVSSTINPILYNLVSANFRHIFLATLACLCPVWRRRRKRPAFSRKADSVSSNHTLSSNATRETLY
Salmonella PhoP GFP: inhibitors of PhoP regulon expression, primary screen, Salmonella Typhimurium, GFP reporter (AID 1863); inhibition, % at 50 µM; hits with a dose series show IC50 in µM; S. Typhimurium PhoP-regulated promoter GFP reporter, 4 h; higher % means a stronger effect; hit rate 0.16% among 300,000;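 active means inhibition over 29.93%, a cutoff 3 SD above the screen mean, later confirmed by dose response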;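 further: 0% = low Mg2+ inducing control and 100% = high Mg2+ repressing control; strong numbers were not always called active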
Myeloid diff 2: myeloid differentiation induction; ER-HoxA9 myeloid progenitors, lysozyme-GFP differentiation, flow cytometry; calls only at 10 µM; hit rate 1% among 360,000;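 active means normalized GFP-positive differentiation at or above the plate's own cutoff, the solvent-only control mean plus 3 SD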;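 further: cells exposed to compound for four days before flow analysis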
Rac1 GTP hydrolysis: MgcRacGAP GTPase-activating activity inhibitors, confirmation, biochemical, ADP Hunter fluorescence; MgcRacGAP-stimulated Rac1 GTP hydrolysis, ADP Hunter fluorescence; higher % means a stronger effect; GST-tagged Rac1 F28L mutant substrate; hit rate 0.6% among 340,000; inhibition, % at 30 µM, or IC50 in µM where a hit was titrated; AID 624330;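 active means first-screen hits whose inhibition reached a set limit at any dose in the follow-up dose series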;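 further: fluorescence reports GDP produced by GAP-driven GTP hydrolysis; strong numbers were not always called active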
NTR1 agonist cell count 20 µM: second read-out of NTR1 agonist, no call of its own (marks repeat the call); cell count; measured here: cell count, cytotoxicity flag
Myeloid diff 2 GFP+ MAC1+ %: recorded beside Myeloid diff 2, whose call it bears; GFP+ MAC1+ double positive, %; measured here: differentiation confirmed by MAC1 staining
Active calls of the source: *.

For COc1ccc(CN(C)c2nc(-c3cccnc3)nc3ccccc23)cc1OC the results were GPR35 arrestin U2OS 8.8%, SIAH1 antagonists 5.0%, HIV fusion peptide -2.6%, GPR55 LPI antagonism -0.1%, LYP inhibition -5.8%, NTR1 agonist 1.8, Salmonella PhoP GFP 1.2% and NTR1 agonist cell count 20 µM 52.
`CCCCNC(=O)CCCn1c(=O)[nH]c2ccc(Br)cc2c1=O` gave GPR35 arrestin U2OS -2.6%, SIAH1 antagonists 4.1%, HIV fusion peptide 0.0%, GPR55 LPI antagonism 7.4%, LYP inhibition -8.3%, NTR1 agonist 0.2, Salmonella PhoP GFP 0.4%, Myeloid diff 2 active, Rac1 GTP hydrolysis -1.1%, NTR1 agonist cell count 20 µM 79 and Myeloid diff 2 GFP+ MAC1+ % 2.2*.
For CCN(CC#CCC(O)(c1ccccc1)C1CCCC1)C(C)C (centres undefined) the results were GPR35 arrestin U2OS 11.2%, SIAH1 antagonists -2.6%, HIV fusion peptide -1.2%, GPR55 LPI antagonism 3.9%, LYP inhibition -6.5%, NTR1 agonist 1.3, Salmonella PhoP GFP -2.3%, Myeloid diff 2 inactive, Rac1 GTP hydrolysis 1.9%, NTR1 agonist cell count 20 µM 51 and Myeloid diff 2 GFP+ MAC1+ % 0.4.
`COC(=O)c1c(NC(=O)COC(=O)c2ccc(C)s2)sc2c1CCCCC2` gave GPR35 arrestin U2OS 9.3%, SIAH1 antagonists -3.6%, HIV fusion peptide -1.6%, GPR55 LPI antagonism 15.2%, LYP inhibition -4.9%, NTR1 agonist 7.1, Salmonella PhoP GFP -8.9%, Myeloid diff 2 inactive, Rac1 GTP hydrolysis 8.1%, NTR1 agonist cell count 20 µM 99 and Myeloid diff 2 GFP+ MAC1+ % 0.2.
For CCOC(=O)N1CCC(NC(=O)C2=CCN(S(=O)(=O)c3ccc(OC)cc3)CC2)CC1 the results were GPR35 arrestin U2OS 7.8%, SIAH1 antagonists 8.3%, HIV fusion peptide -0.1%, GPR55 LPI antagonism 9.4%, LYP inhibition -9.1%, NTR1 agonist 0.1, Salmonella PhoP GFP -0.3%, Myeloid diff 2 inactive, Rac1 GTP hydrolysis 7.2%, NTR1 agonist cell count 20 µM 57 and Myeloid diff 2 GFP+ MAC1+ % 0.5.
For CC(=O)Nc1ccc(S(=O)(=O)NCc2ccc(C(=O)NC(C)c3ccccc3)cc2)cc1 (centres undefined) the results were GPR35 arrestin U2OS -7.1%, SIAH1 antagonists -0.6%, HIV fusion peptide 0.8%, GPR55 LPI antagonism 6.6%, LYP inhibition -0.1%, NTR1 agonist 0.0, Salmonella PhoP GFP -7.1%, Myeloid diff 2 inactive, Rac1 GTP hydrolysis 15.9%, NTR1 agonist cell count 20 µM 58 and Myeloid diff 2 GFP+ MAC1+ % 6.1.
`CCOC(=O)C(N)CSC1CC(=O)N(c2ccc(OC)cc2)C1=O` (centres undefined) gave GPR35 arrestin U2OS 10.3%, SIAH1 antagonists 4.2%, HIV fusion peptide -1.6%, GPR55 LPI antagonism -2.6%, LYP inhibition -9.6%, NTR1 agonist 0.6, Salmonella PhoP GFP 1.8%, Myeloid diff 2 inactive, Rac1 GTP hydrolysis 7.8%, NTR1 agonist cell count 20 µM 61 and Myeloid diff 2 GFP+ MAC1+ % 0.0.
For CCC(O)(CCN1CCCCC1)c1ccccc1 (centres undefined) the results were GPR35 arrestin U2OS 2.7%, SIAH1 antagonists -2.8%, HIV fusion peptide 4.2%, GPR55 LPI antagonism 26.2%, LYP inhibition -3.6%, NTR1 agonist -0.7, Salmonella PhoP GFP 4.2%, Myeloid diff 2 inactive, Rac1 GTP hydrolysis 12.3%, NTR1 agonist cell count 20 µM 32 and Myeloid diff 2 GFP+ MAC1+ % 0.7.
`COc1ccc(C(C)(C)C)cc1NC(=O)COC(=O)C(C)C` gave GPR35 arrestin U2OS -2.3%, SIAH1 antagonists 7.7%, HIV fusion peptide -0.2%, GPR55 LPI antagonism 26.7%, LYP inhibition 5.2%, NTR1 agonist 1.7, Salmonella PhoP GFP 5.1%, Myeloid diff 2 inactive, Rac1 GTP hydrolysis 2.5%, NTR1 agonist cell count 20 µM 46 and Myeloid diff 2 GFP+ MAC1+ % 0.7.
`O=C(/C=C/c1ccc(Cl)cc1)NC1CC2CCC1C2` (centres undefined) gave GPR35 arrestin U2OS -14.9%, SIAH1 antagonists 3.3%, HIV fusion peptide -1.4%, GPR55 LPI antagonism 15.8%, LYP inhibition -0.4%, NTR1 agonist 1.9, Salmonella PhoP GFP -2.5%, Myeloid diff 2 inactive, Rac1 GTP hydrolysis 12.1%, NTR1 agonist cell count 20 µM 34 and Myeloid diff 2 GFP+ MAC1+ % 0.1.
`CCOC(=O)c1cc(-c2ccccc2)sc1NC(=O)C(C)OC(=O)c1cccnc1Cl` (centres undefined) gave GPR35 arrestin U2OS 0.6%, SIAH1 antagonists 4.5%, HIV fusion peptide 1.4%, GPR55 LPI antagonism 16.6%, LYP inhibition 1.3%, NTR1 agonist -1.3, Salmonella PhoP GFP -9.2%, Myeloid diff 2 inactive, Rac1 GTP hydrolysis 3.4%, NTR1 agonist cell count 20 µM 68 and Myeloid diff 2 GFP+ MAC1+ % 0.4.
Screening COc1ccccc1Oc1ccc(S(=O)(=O)N2CCCC2)cc1 returned GPR35 arrestin U2OS -12.0%, SIAH1 antagonists 2.3%, HIV fusion peptide 1.2%, GPR55 LPI antagonism -5.6%, LYP inhibition 2.4%, NTR1 agonist 0.3, Salmonella PhoP GFP 4.3%, Myeloid diff 2 inactive, Rac1 GTP hydrolysis -7.2%, NTR1 agonist cell count 20 µM 75 and Myeloid diff 2 GFP+ MAC1+ % 2.3.
For CCCN1CCN(C(=O)Cn2cccc2C(=O)c2ccccc2)CC1 the results were GPR35 arrestin U2OS -4.0%, SIAH1 antagonists -4.1%, HIV fusion peptide 0.9%, GPR55 LPI antagonism -2.5%, LYP inhibition -2.7%, NTR1 agonist -1.3, Salmonella PhoP GFP -3.6%, Myeloid diff 2 inactive, Rac1 GTP hydrolysis 12.3%, NTR1 agonist cell count 20 µM 43 and Myeloid diff 2 GFP+ MAC1+ % 0.8.
CCOc1cc(/C=N/Nc2ccccc2Cl)ccc1OCC(=O)O was read as GPR35 arrestin U2OS -1.9%, SIAH1 antagonists 6.8%, HIV fusion peptide 4.9%, GPR55 LPI antagonism 3.9%, LYP inhibition -6.6%, Salmonella PhoP GFP -15.5%, Myeloid diff 2 inactive, Rac1 GTP hydrolysis 15.1% and Myeloid diff 2 GFP+ MAC1+ % 0.8.
For Cn1c(Cc2c[nH]c3ccccc23)n[nH]c1=S the results were GPR35 arrestin U2OS 1.1%, SIAH1 antagonists 2.7%, HIV fusion peptide 1.5%, GPR55 LPI antagonism -1.3%, LYP inhibition -2.2%, NTR1 agonist 0.5, Salmonella PhoP GFP 5.6%, Myeloid diff 2 inactive, Rac1 GTP hydrolysis 2.7%, NTR1 agonist cell count 20 µM 53 and Myeloid diff 2 GFP+ MAC1+ % 1.0.
Screening CN(C(=O)C1CCC(=O)N(C2CC2)C1)C1CCCCC1 (centres undefined) returned GPR35 arrestin U2OS 15.9%, SIAH1 antagonists -3.2%, HIV fusion peptide 3.2%, GPR55 LPI antagonism 5.5%, LYP inhibition -11.3%, NTR1 agonist 0.2, Salmonella PhoP GFP -7.0%, Myeloid diff 2 inactive, Rac1 GTP hydrolysis 3.4%, NTR1 agonist cell count 20 µM 55 and Myeloid diff 2 GFP+ MAC1+ % 1.9.
Cc1cc(NC(=O)CSc2nnc(COc3ccccc3)n2Cc2ccco2)no1 was read as GPR35 arrestin U2OS -2.2%, SIAH1 antagonists -0.2%, HIV fusion peptide 8.1%, GPR55 LPI antagonism 10.9%, LYP inhibition 2.3%, NTR1 agonist 1.2, Salmonella PhoP GFP -7.1%, Myeloid diff 2 inactive, Rac1 GTP hydrolysis 4.3%, NTR1 agonist cell count 20 µM 50 and Myeloid diff 2 GFP+ MAC1+ % 7.3.
Screening CC(NC(=O)c1ccccc1)C(=O)OCC(=O)N1c2ccccc2Sc2ccccc21 (centres undefined) returned GPR35 arrestin U2OS 10.3%, SIAH1 antagonists 18.5%, HIV fusion peptide 0.1%, GPR55 LPI antagonism 6.2%, LYP inhibition 0.0%, NTR1 agonist 1.7, Salmonella PhoP GFP -16.3%, Myeloid diff 2 inactive, Rac1 GTP hydrolysis 5.7%, NTR1 agonist cell count 20 µM 58 and Myeloid diff 2 GFP+ MAC1+ % 0.7.
Cc1nnc(SCc2cc(=O)[nH]c(=S)[nH]2)s1 was read as GPR35 arrestin U2OS -4.4%, SIAH1 antagonists -4.1%, HIV fusion peptide 0.6%, GPR55 LPI antagonism 2.7%, LYP inhibition -2.4%, NTR1 agonist -0.4, Salmonella PhoP GFP 8.3%, Myeloid diff 2 inactive, Rac1 GTP hydrolysis -0.5%, NTR1 agonist cell count 20 µM 27 and Myeloid diff 2 GFP+ MAC1+ % 0.2.
Screening O=C(CCCN1C(=O)c2ccccc2C1=O)Nc1ccccc1 returned GPR35 arrestin U2OS -5.5%, SIAH1 antagonists -0.6%, HIV fusion peptide -0.7%, GPR55 LPI antagonism 2.3%, LYP inhibition -2.7%, NTR1 agonist 1.1, Salmonella PhoP GFP -8.7%, Myeloid diff 2 inactive, Rac1 GTP hydrolysis 8.2%, NTR1 agonist cell count 20 µM 58 and Myeloid diff 2 GFP+ MAC1+ % 0.5.
For CCCc1cc(-c2n[nH]c(=S)n2CC)cs1 the results were GPR35 arrestin U2OS -3.2%, SIAH1 antagonists 8.8%, HIV fusion peptide 1.6%, GPR55 LPI antagonism 2.1%, LYP inhibition -1.3%, NTR1 agonist 1.0, Salmonella PhoP GFP -4.8%, Myeloid diff 2 inactive, Rac1 GTP hydrolysis 14.2%, NTR1 agonist cell count 20 µM 44 and Myeloid diff 2 GFP+ MAC1+ % 0.2.
Screening Cc1nc(-c2cccnc2)sc1C(N)=O returned GPR35 arrestin U2OS 5.8%, SIAH1 antagonists -0.5%, HIV fusion peptide -1.7%, GPR55 LPI antagonism 15.9%, LYP inhibition -2.8%, NTR1 agonist -0.6, Salmonella PhoP GFP 9.6%, Myeloid diff 2 inactive, Rac1 GTP hydrolysis 5.7%, NTR1 agonist cell count 20 µM 76 and Myeloid diff 2 GFP+ MAC1+ % 0.7.
For Cc1ccc(-n2c(-c3ccc(Br)cc3)c[n+]3c2CCc2ccc4cccnc4c2-3)cc1 the results were GPR35 arrestin U2OS -27.2%, SIAH1 antagonists 1.3%, HIV fusion peptide -6.5%, GPR55 LPI antagonism 27.0%, LYP inhibition -9.1%, Salmonella PhoP GFP -4.1%, Myeloid diff 2 inactive, Rac1 GTP hydrolysis 15.2% and Myeloid diff 2 GFP+ MAC1+ % 0.9.
